Rtt109 Vps75: blocks Candida albicans Rtt109/Vps75 acetyltransferase activity; Q5AAJ8; purified Rtt109/Vps75, ThioGlo CoA-SH fluorescence, 4 h; inhibition, % at 34.9 µM; 330,000 tested, 0.16% active; AID 540336;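 active = inhibition of at least 50% in every replicate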
dFosB act: enhances mouse delta FosB homodimer DNA binding; P13346; activation, % at 25 µM; purified delta FosB, TAMRA-CDK5 oligo fluorescence polarization; percent of positive-control signal above neutral wells; 340,000 tested, 0.99% active;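 active = mean activation above about 17%, with every replicate also reaching it, limit read from the data, passing the limit was not always enough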;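 also: fluorescence polarization rise as delta FosB binds a TAMRA Cdk5 AP-1 oligo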
Target sequence (P13346 whole entry, looked up): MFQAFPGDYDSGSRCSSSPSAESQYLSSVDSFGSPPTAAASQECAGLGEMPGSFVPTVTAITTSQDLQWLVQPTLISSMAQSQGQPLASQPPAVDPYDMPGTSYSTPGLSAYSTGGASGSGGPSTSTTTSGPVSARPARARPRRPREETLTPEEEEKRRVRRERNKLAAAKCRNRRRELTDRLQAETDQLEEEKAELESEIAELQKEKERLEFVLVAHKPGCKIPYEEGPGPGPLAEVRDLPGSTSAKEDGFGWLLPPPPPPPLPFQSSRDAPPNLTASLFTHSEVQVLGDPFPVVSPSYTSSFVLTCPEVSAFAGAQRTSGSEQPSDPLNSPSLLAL
CDK5 inh: CDK5/p35 (human) kinase inhibition. Q00535+Q15078. Recombinant CDK5/p35, ADP-Glo luminescence, 60 min. inhibition, % at 10 µM. AID 488839. 330,000 tested, 0.01% active;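 active = highest replicate inhibition of at least 50% and at least 75% of replicates reaching 50%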;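 also: plate controls were DMSO neutral control for no effect and GW8510 at 10 µM for full effect; many of its hits are not listed in these tables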
Target sequence (Q00535 whole entry, looked up): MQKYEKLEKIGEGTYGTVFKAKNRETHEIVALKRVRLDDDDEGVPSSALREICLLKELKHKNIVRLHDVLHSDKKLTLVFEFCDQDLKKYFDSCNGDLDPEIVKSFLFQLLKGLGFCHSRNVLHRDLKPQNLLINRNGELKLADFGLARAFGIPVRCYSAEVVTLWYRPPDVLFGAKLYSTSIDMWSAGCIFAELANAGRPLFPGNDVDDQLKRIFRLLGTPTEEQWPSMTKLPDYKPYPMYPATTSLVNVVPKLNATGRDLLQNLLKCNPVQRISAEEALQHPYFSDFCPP
Target sequence (Q15078 whole entry, looked up): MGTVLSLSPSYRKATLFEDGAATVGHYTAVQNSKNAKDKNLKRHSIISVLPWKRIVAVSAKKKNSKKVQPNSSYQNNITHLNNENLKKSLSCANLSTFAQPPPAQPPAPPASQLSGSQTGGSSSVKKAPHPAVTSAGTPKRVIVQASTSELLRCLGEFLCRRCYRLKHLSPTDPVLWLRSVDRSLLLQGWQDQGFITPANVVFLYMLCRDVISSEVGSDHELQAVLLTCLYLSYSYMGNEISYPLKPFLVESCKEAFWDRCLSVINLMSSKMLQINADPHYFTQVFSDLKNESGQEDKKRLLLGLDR
cardiac RTF act: cardiac RTF calcium sensitization | P19429+P45379 | IANBD-labeled TnC RTF fluorescence at EC20 calcium; 0% EC20 calcium, 100% full calcium | activation, % at 7.2 µM | 340,000 tested, 0.24% active | AID 493008;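 active = activation above the mean over all tested compounds plus 3 SD, cut at about 30% in these data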;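 also: rise in fluorescence read as greater calcium sensitivity of cardiac thin filaments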
Tat transport: blocks Tat-dependent protein export in E. coli. inhibition, % at 10 µM. AID 488895. 340,000 tested, 0.036% active. E. coli MC4100 TorA-mCherry Tat export, fluorescence;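 active = mean replicate inhibition at least 50% and at least half of replicates individually reaching 50%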;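 also: exported cargo escapes ClpAP degradation while cytoplasmic cargo is degraded and loses fluorescence; 0% = median of neutral control wells and 100% = median of NaSCN control wells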
CAL PDZ FP-1: inhibitors of human CAL PDZ peptide binding | Q9HD26 | purified CAL PDZ, TMR-peptide fluorescence polarization, 1 h | inhibition, % at 20 µM | 330,000 tested, 0.02% active | AID 504414;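 active = highest replicate inhibition of at least 40%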;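 also: plate controls were DMSO neutral control wells for no effect and unlabeled competitor peptide control wells for full effect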
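System: tagged CAL PDZ domain. Schedule: 1 h room-temperature incubation prior to read. Signal: fluorescence polarization (mP). Measure: percent inhibition from loss of millipolarization.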
V-ATPase pHluor: alters yeast V-ATPase proton transport; S. cerevisiae, pHLuorin cytosolic pH fluorescence; response, % at 10 µM; 350,000 tested, 0.37% active; AID 504577; in the data active = response mostly above about 7.3%, no sharp cut-off; inactive = mostly below about 5.4%; also: actives read high; inactives centre near 0; some compounds called inactive have numbers as strong as hits; reference of the scale not given here
CAL PDZ FP-2: inhibitors of human CAL PDZ peptide binding | purified CAL PDZ, TMR-peptide fluorescence polarization, 1 h | inhibition, % at 24.9 µM | 300,000 tested, 0.92% active | AID 602252;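 active = mean inhibition of at least 30% with at least half of replicates also reaching 30%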;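 also: 0% = DMSO neutral control and 100% = excess unlabeled competitor peptide PRC23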
MITF TRPM1 HTS: increases MITF-driven TRPM1 promoter luciferase signal; SK-MEL-5 TRPM1-promoter luciferase, 24 h; % of positive control, neutral wells = 0; activation, % at 12.5 µM; AID 588334; 300,000 tested, 0.75% active;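 active = mean activation of at least 80% with every replicate also reaching 80%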;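 also: 0% = neutral control wells and 100% = parthenolide positive control wells; values of inactives mirror those of a sister screen read the other way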
Wnt act: activates Wnt/beta-catenin signaling in a reporter cell assay; activation, % at 9.35 µM; AID 743398; 300,000 tested, 1.2% active; activator, plate reader; in the data active = activation above about 30%, passing the limit was not always enough;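 also: 0% = neutral control wells and 100% = positive control wells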
Starred values were filed as active, the others as inactive; / = not tested or not shown.

SMILES	Rtt109 Vps75	dFosB act	CDK5 inh	cardiac RTF act	Tat transport	CAL PDZ FP-1	V-ATPase pHluor	CAL PDZ FP-2	MITF TRPM1 HTS	Wnt act
C=CCn1c(C)cc(C(=O)CSc2nc3ccccc3c(=O)[nH]2)c1C	0	-8	2.7	2	-11	-3.4	5	-5	16	44*
CC(C)(C)c1ccc(OCC(=O)O)cc1	-24	-6	0.1	-3	-1	-0.8	2	-4	-7	0
CCCCN(C(C)=O)c1ccc2c(c1)C1CC2CCN1C(=O)OCc1ccccc1 (stereo unspecified)	-10	-3	-0.7	-2	4	0.6	0	0	-21	-7
COc1cccc(N=Nc2c(=O)[nH]n3c(=O)c4c([nH]c23)CCC4)c1	7	-6	-0.1	-1	-17	-0.4	2	2	0	/
Cc1csc(NC(=O)C2CCCN(S(=O)(=O)c3ccc4c(c3)oc(=O)n4C)C2)n1 (stereo unspecified)	-5	-13	-1.1	7	10	-2.2	4	/	-6	-1
CSc1ncccc1C(=O)OCC(=O)NCCCc1ccccc1	0	-10	-0.4	4	-2	0.4	-4	-2	-2	-3
CN(C)C(CNC(=O)c1ccc2ccccc2c1)c1ccco1 (stereo unspecified)	1	-12	0.6	-1	1	-2.6	-1	-5	39	25
CC(=O)NCCC(=O)Nc1nc2ccc(Oc3ccccc3)cc2s1	2	-9	-0.5	-8	6	-1.7	-4	/	109*	24
Cc1c(Cl)cccc1NC(=O)Nc1c(C)n(C)n(-c2ccccc2)c1=O	0	1	1.1	3	-2	-1.3	1	1	-13	0
Cc1cc(C)n(-c2ccc(Oc3ccccc3)c(S(=O)(=O)O)c2)n1	7	-1	-5.9	-4	0	0.2	-1	-1	9	-2
CCCCn1c(N)c(N(CC)C(=O)c2cc(OC)cc(OC)c2)c(=O)[nH]c1=O	0	0	1.1	0	-3	/	5	-8	13	-1
COc1ccc(OC)c(S(=O)(=O)Nc2ccccc2F)c1	0	-2	-1.4	2	0	-1.5	-1	0	6	1
c1csc(-c2nnc(Cc3cccc4ccccc34)o2)c1	-22	-12	2.0	3	9	-5.1	-2	-1	7	7
Cc1ccc(S(=O)(=O)N(C)CC(=O)NCC(c2ccc(F)cc2)N2CCOCC2)cc1 (stereo unspecified)	4	-7	0.0	-3	-6	0.2	-4	0	-8	4
C=CCN1C(=O)C(Cc2ccc(F)cc2)S/C1=N/N=C/c1cccs1 (stereo unspecified)	4	-7	-0.4	-2	-4	-0.3	-2	/	/	1
COc1ccc(NC(=O)COC(=O)Cc2c(F)cccc2Cl)cc1	-6	0	-2.0	-3	3	-1.1	-2	2	-14	14
COC(=O)C1CCN(C(=O)CSc2nnc(-c3ccccc3)o2)CC1	-4	-7	0.5	-3	-6	-1.5	-3	0	1	-1
Cc1c(C(=O)NCC2COc3ccccc3O2)oc2ccc(S(=O)(=O)N3CCOCC3)cc12 (stereo unspecified)	0	2	-0.7	2	8	-3.5	1	2	/	-6
Cc1ccc2cc(C#N)c(SCC(=O)NCc3ccco3)nc2c1	-6	-13	1.6	7	2	0.2	2	-4	4	/
Fc1ccc(-[n+]2nc(Nc3ccccc3)sc2-c2c(Cl)cccc2Cl)cc1	2	2	0.6	-4	-9	-1.2	-7	4	-9	-8
Cc1ccc(-n2ncc3c(=O)n(CC(N)=O)cnc32)cc1	-4	-11	0.4	1	-6	-5.9	1	3	9	-1
CN(C)S(=O)(=O)c1ccc(Cl)c(NC(=O)COC(=O)/C=C/c2ccc(S(=O)(=O)N3CCOCC3)cc2)c1	-3	-5	1.6	2	0	-0.9	0	1	9	-2
CCn1ccnc1CNCc1cn(-c2cc(C)ccc2C)nc1-c1ccccc1	/	0	1.9	-1	5	-3.6	6	1	-13	-2
CCCCNC(=O)c1ccc2c(c1)C(=O)N(Cc1ccncc1)C2=O	-12	0	2.7	2	-3	-1.8	4	-3	8	1
Cc1cccc(Cn2nc(C)cc2NC(=O)CCCn2ccc([N+](=O)[O-])n2)c1	-1	-4	-2.4	-2	-3	-2.0	-4	-5	-1	-1

(next part)
SMILES	Rtt109 Vps75	dFosB act	CDK5 inh	cardiac RTF act	Tat transport	CAL PDZ FP-1	V-ATPase pHluor	CAL PDZ FP-2	MITF TRPM1 HTS	Wnt act
COCCC(=O)N1CCC(Oc2ccc(C(=O)NCCC3=CCCCC3)cc2)CC1	7	-5	-0.6	2	3	-0.2	0	2	-1	2
O=C(CNC(=O)c1ccc([N+](=O)[O-])cc1)c1ccccc1	2	7	-0.6	8	-3	/	3	-3	49	8
COCCn1nnnc1C(c1ccc(O)c(OC)c1)N1CCc2ccccc2C1 (stereo unspecified)	8	5	-0.4	0	1	0.7	0	/	5	/
CC1(c2nnc(-c3ccccc3)o2)CC(c2ccncc2)=NO1 (stereo unspecified)	-12	2	0.7	7	-6	-1.0	-1	1	-11	0
COc1cccc(-c2nc(CS(=O)(=O)CC(=O)NCCCN3CC(C)CC(C)C3)c(C)o2)c1 (stereo unspecified)	20	-9	0.1	1	0	-0.5	1	-1	5	-2
CCOc1ccc(N(CC)S(=O)(=O)c2ccc3c(c2)oc(=O)n3C)cc1	11	-8	-0.1	-3	-8	-0.7	1	/	2	/
COCC(C)n1c(SCC(=O)N2CCc3ccccc3C2)nc2ccccc2c1=O (stereo unspecified)	2	-11	0.9	4	-2	0.2	3	0	-15	-5
CC(C)[C@H](NS(=O)(=O)c1ccccc1)C(=O)OCC(=O)N1N=C(c2ccc(Cl)cc2)CC1c1ccco1 (stereo partly specified)	1	-9	0.9	9	-13	-2.5	1	-2	6	1
COc1ccc2[nH]c3c(c2c1)CCN1C(=O)C(CC(=O)NCC24CC5CC(CC(C5)C2)C4)C[C@H](C(=O)N(C(C)C)C(C)C)[C@@]31C (stereo partly specified)	-6	-10	-0.2	1	-1	-0.8	1	-2	-18	-9
CCCCNC(=O)c1sc(=S)n2c1[nH]c(=O)c1ccccc12	-2	-2	-2.3	3	6	0.3	-2	1	-7	3
CCN(C(=O)COc1cc(=O)n(CC)c2ccccc12)c1cccc(Cl)c1	-11	-10	0.5	4	-3	-2.0	6	8	-14	-2
Cc1nn(-c2nc(-c3ccco3)cc(C(F)(F)F)n2)c(C)c1Br	-4	-3	0.7	0	-4	-2.1	0	0	/	/
C=CCC1NCCc2c(Br)cccc21 (stereo unspecified)	3	6	-0.9	-2	6	0.4	1	-2	3	-2
Cc1ccc(CNC(=O)c2ccc(CNc3c(N4CCCC4)c(=O)c3=O)cc2)cc1	-1	1	-2.4	-1	-3	0.0	3	-8	-7	-1
COc1cc(C(=O)COC(=O)Cc2cnc3sccn23)cc(OC)c1OC	-10	-11	-1.5	-2	-5	/	-2	1	2	/
CCC(C)NC(=O)C1CCC(CNS(=O)(=O)c2ccccc2)CC1 (stereo unspecified)	2	-3	1.3	-4	3	-0.9	-4	-3	-4	1
Cc1cc(C)c2c(CC(=O)N(CCC#N)Cc3cccnc3)coc2c1	4	-6	1.0	2	-3	-0.6	2	-1	4	/
COc1ccc(/C(C)=N/NC(=O)CNC(=O)c2cccnc2)cc1	-13	2	-0.3	6	-5	-0.7	-2	-6	-3	-3
CC(C)OCCCNC(=O)[C@H]1N2C(=O)c3ccccc3C2SC1(C)C (stereo partly specified)	8	-1	0.4	3	-1	-0.2	-4	0	10	0
O=C(CC1SC(=O)N(Cc2ccccc2)C1=O)Nc1nccs1 (stereo unspecified)	-2	2	-1.3	7	-6	-2.5	-1	-3	-2	-1
O=C(NNC(=S)Nc1ccccc1Cl)c1ccccc1Br	6	-10	1.8	-2	0	-2.9	-2	-2	60	26
C/C(=N\O)c1ccc2c(c1)CC(C)O2 (stereo unspecified)	-1	7	0.6	-9	1	-0.4	-1	-5	/	5
CC(=O)NNc1cc(C)nc(NS(=O)(=O)c2ccc(C)cc2)n1	3	5	-0.1	-11	6	/	1	-5	19	-1
CCOc1ccc2nc(N3C(=O)C(O)=C(C(=O)c4ccco4)C3c3ccco3)sc2c1 (stereo unspecified)	-1	-4	-0.1	-1	1	-0.1	-3	3	6	-4
O=[N+]([O-])c1cccc(N=NN(CCO)c2cccc([N+](=O)[O-])c2)c1	-1	4	2.1	2	-18	0.5	4	-4	5	/

(cont.)
SMILES	Rtt109 Vps75	dFosB act	CDK5 inh	cardiac RTF act	Tat transport	CAL PDZ FP-1	V-ATPase pHluor	CAL PDZ FP-2	MITF TRPM1 HTS	Wnt act
COCCSc1ccccc1C(=O)N1CCN(c2ccccc2)CC1	/	-16	2.4	4	-1	-1.3	-1	-3	-3	-1
COc1cc(C(=O)NCC(c2ccc(F)cc2)N2CCOCC2)ccc1OCc1ccccc1Cl (stereo unspecified)	24	-4	0.4	-2	13	-2.3	0	-7	6	-1
CCC(C)c1ccccc1NC(=O)COC(=O)c1ccc(C)c(NC(=O)c2ccco2)c1 (stereo unspecified)	-1	-7	-0.4	2	6	-1.0	2	/	-10	/
C[C@H]1CC[C@]2(O[C@@H](CCO)C[C@H](O)[C@H]2O)O1	2	4	-1.4	9	7	0.4	-2	-5	-2	-3
CCn1c(COc2cccc(C)c2)nnc1SCC(=O)NC1CCCC1	1	-1	0.6	-1	3	0.1	-4	-4	4	-2
O=C(c1ccccc1)N1N=C(c2ccccc2)CC1c1ccccc1[N+](=O)[O-] (stereo unspecified)	12	-7	1.0	-4	6	-0.5	-1	0	-5	/
COc1ccc(N2CC(C(=O)OC(C)C(=O)c3ccccc3)CC2=O)cc1 (stereo unspecified)	2	-1	0.9	3	-2	5.6	4	-5	-6	-1
Cn1c(=O)c2c(ncn2CC(=O)N/N=C/C=C/c2ccccc2)n(C)c1=O	0	2	-1.3	3	-3	-1.1	-2	2	7	/
Cc1onc(-c2ccccc2)c1C(=O)NC(=S)NNC(=O)c1ccncc1	0	-10	-2.7	7	-8	-3.7	0	-3	-8	-1
COc1ccc(CCNC(=O)COC(=O)Cc2ccccc2[N+](=O)[O-])cc1	1	-6	-2.0	5	-2	-0.9	-1	/	6	-2
CCc1ccccc1OCC(=O)NNCC(=O)Nc1cccc(C#N)c1	0	-7	-0.6	0	-5	-0.4	2	-1	5	1
Cc1ccc(CNC(=O)N2CCN(S(=O)(=O)c3ccccc3)CC2)cc1	-3	-3	-0.9	-1	-2	-0.8	0	5	-8	3
O=C(COC(=O)c1ccc(F)c(S(=O)(=O)N2CCCCC2)c1)NCc1ccc(F)cc1	-11	-13	0.7	2	8	-0.3	2	-4	8	40*

Some of the entries above, reformatted.
Below each SMILES – Rtt109 Vps75	dFosB act	CDK5 inh	cardiac RTF act	Tat transport	CAL PDZ FP-1	V-ATPase pHluor	CAL PDZ FP-2	MITF TRPM1 HTS	Wnt act
> CC(=O)NNc1cc(C)nc(NS(=O)(=O)c2ccc(C)cc2)n1
→ 3	5	-0.1	-11	6	/	1	-5	19	-1
> CCOc1ccc2nc(N3C(=O)C(O)=C(C(=O)c4ccco4)C3c3ccco3)sc2c1 (stereo unspecified)
→ -1	-4	-0.1	-1	1	-0.1	-3	3	6	-4
> O=[N+]([O-])c1cccc(N=NN(CCO)c2cccc([N+](=O)[O-])c2)c1
→ -1	4	2.1	2	-18	0.5	4	-4	5	/
> COCCSc1ccccc1C(=O)N1CCN(c2ccccc2)CC1
→ /	-16	2.4	4	-1	-1.3	-1	-3	-3	-1
> COc1cc(C(=O)NCC(c2ccc(F)cc2)N2CCOCC2)ccc1OCc1ccccc1Cl (stereo unspecified)
→ 24	-4	0.4	-2	13	-2.3	0	-7	6	-1

Screens (PubChem)
